# Source: PubChem (several laboratories)
# Rad51 HR inh – Rad51 (human) homologous recombination inhibition; hRad51 DNA strand exchange, fluorescence dequenching; inhibition, % at 10 µM; Q06609; AID 1385; 200,000 compounds, 0.085% hits;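 active = inhibition above 40% at the single screening dose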;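 note: 0% = DMSO control wells and 100% = blanks with heterologous ssDNA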
#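 System: hRad51 filaments on single-stranded DNA; reagent: Fluorescein- and BHQ1-tagged 47-mer duplex; compound dosing: one concentration, 10 µM final; timing: filaments 15 min 37 °C, then compound 30 min; measured by: fluorescein emission 520 nm, excitation 485 nm; benchmarks: per-plate controls and blanks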
# FXIa inh – factor XIa (human) inhibition; purified FXIa, Boc-Glu-Ala-Arg-AMC fluorogenic substrate; inhibition, % at 5 µM; 220,000 compounds, 0.14% hits; P03951;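 active = inhibition of at least 40%; inactive = inhibition below 40%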;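 note: fluorescence of freed AMC excited at 355 nm; 0% = enzyme without compound and 100% = no enzyme blank; many of its hits are not listed in these tables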
# hK5 inh – kallikrein 5 (human) inhibition. Q9Y337. recombinant hK5, fluorogenic AMC substrate cleavage. inhibition, % at 5 µM. 210,000 compounds, 0.59% hits. AID 873;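 active = inhibition of 40% or more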;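 note: 0% = enzyme controls without compound and 100% = no-enzyme blanks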
# FXIIa inh – factor XIIa (human) inhibition | P00748 | purified FXIIa, Boc-QGR-AMC fluorogenic substrate, 2 h | inhibition, % at 5 µM | 220,000 compounds, 0.3% hits; in the data active = inhibition above about 40%;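 note: 0% = enzyme with no compound and 100% = blank without enzyme; many of its hits are not listed in these tables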
# Calpain2 inh – calpain II (pig) inhibition. purified calpain II, fluorogenic peptide substrate, 30 min. inhibition, % at 16 µM. 220,000 compounds, 0.37% hits. AID 1236;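 active = inhibition above about 50%, limit read from the data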
# thrombin 1536 – inhibitors of human thrombin; P00734; alpha-thrombin, Boc-VPR-AMC fluorogenic substrate cleavage; inhibition, % at 5 µM; 220,000 compounds, 0.26% hits; AID 1046;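 active = inhibition at or above 40%; inactive = inhibition below 40%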;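 note: 0% = enzyme with no compound and 100% = wells without enzyme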
#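 Material: human alpha-thrombin protein. Incubation: reaction at ambient temperature. Technique: fluorescence of released AMC, ex 355 nm, em 460 nm. Control set: no-compound enzyme wells and no-enzyme blanks. Also added: Boc-VPR-AMC substrate, 15 µM final. Buffer or medium: pH 7.5 Tris (50 mM) with NaCl 150 mM, Tween 20 0.05%.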
# PERK inh – human PERK inhibition, primary cell-based screen. Q9NZJ5. CHO PERK-DD fusion, SEAP luminescence translation reporter. inhibition, % at 5.6 µM. 220,000 compounds, 0.17% hits;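 active = inhibition above the mean inhibition of all tested compounds plus 3 SD, set separately per screening campaign, cut at about 2.9% in these data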;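 note: PERK kinase domain activated by AP20187 dimerizer at 100 nM; 0% = DMSO with dimerizer and 100% = rapamycin at 8.4 µM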
# Target sequence (Q9NZJ5 whole entry, looked up, the tested form may be a part): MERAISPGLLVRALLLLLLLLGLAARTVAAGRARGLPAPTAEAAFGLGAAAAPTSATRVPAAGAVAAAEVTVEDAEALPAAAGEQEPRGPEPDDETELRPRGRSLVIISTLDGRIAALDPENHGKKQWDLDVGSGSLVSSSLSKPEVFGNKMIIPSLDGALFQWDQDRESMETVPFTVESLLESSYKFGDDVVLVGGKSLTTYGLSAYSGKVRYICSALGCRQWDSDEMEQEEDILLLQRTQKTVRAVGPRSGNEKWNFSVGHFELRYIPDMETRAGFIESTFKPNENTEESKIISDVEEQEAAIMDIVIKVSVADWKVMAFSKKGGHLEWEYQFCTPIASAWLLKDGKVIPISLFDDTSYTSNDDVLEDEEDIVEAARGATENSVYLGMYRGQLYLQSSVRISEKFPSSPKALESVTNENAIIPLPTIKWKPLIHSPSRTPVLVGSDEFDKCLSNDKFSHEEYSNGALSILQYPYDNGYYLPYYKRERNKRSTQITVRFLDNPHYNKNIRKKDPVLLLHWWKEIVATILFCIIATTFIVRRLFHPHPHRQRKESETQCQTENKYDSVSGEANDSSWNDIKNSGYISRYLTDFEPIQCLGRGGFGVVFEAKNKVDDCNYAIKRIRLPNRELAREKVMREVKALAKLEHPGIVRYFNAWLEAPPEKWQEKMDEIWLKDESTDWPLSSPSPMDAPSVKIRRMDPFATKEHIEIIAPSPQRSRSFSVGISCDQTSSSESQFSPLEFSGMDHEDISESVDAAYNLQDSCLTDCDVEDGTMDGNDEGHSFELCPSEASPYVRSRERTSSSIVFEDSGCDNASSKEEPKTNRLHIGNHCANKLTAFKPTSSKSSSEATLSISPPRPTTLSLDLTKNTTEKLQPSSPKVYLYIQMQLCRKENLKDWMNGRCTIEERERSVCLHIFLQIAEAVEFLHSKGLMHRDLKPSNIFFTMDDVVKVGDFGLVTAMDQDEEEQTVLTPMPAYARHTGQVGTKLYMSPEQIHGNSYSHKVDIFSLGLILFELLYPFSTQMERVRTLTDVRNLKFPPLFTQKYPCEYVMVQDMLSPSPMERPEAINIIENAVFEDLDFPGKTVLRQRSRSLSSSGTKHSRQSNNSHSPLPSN
# Furin inh – blocks human furin protease activity; inhibition, % at 30 µM; 220,000 compounds, 0.061% hits; purified furin, fluorogenic substrate cleavage; AID 463115; in the data active = inhibition above about 25%; note: inactives centre near -15
# Cl transport mod – KCC2 (human) Cl- transport modulation; Q9H2X9; KCC2 cells, thallium flux FluoZin-2 fluorescence; B-score of Tl+ flux slope (higher = more flux/activation; lower = inhibition) at 10 µM; 190,000 compounds, 2.2% hits;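 active = thallium flux slope and its plate-corrected score both differing from the plate sample mean at a set confidence after two filtering rounds, in either direction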;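 note: slope of fluorescence scaled to starting intensity during 10 to 20 s after thallium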
# * hit, by the source's call; / = not tested or not shown; [ ] = dose if it differs, or a comment.
# Values in the order – FXIa inh, Cl transport mod, FXIIa inh, Calpain2 inh, thrombin 1536, Furin inh, PERK inh, Rad51 HR inh, hK5 inh
> Cc1noc(NS(=O)(=O)c2ccc(NC(=O)C(CC(C)C)N3C(=O)c4ccccc4C3=O)cc2)c1C (stereo unspecified)
    -2, 0.71, 4, -3, -10, -14, 1.3, /, -2
> COc1ccccc1NC(=O)c1ccccc1-c1nc(-c2ccccc2OC)no1
    3, 4*, 13, 10, 0, -26[20 µM], -1.1, 4, 0
> Cc1[nH][nH]c(=O)c1C(c1c(C)[nH][nH]c1=O)c1cn(Cc2ccccc2Cl)c2ccccc12
    1, -0.97, 4, -45, -8, -11, -0.1, 11, -7
> CCn1c(COc2ccccc2C)nnc1SCc1nc2ccccc2c(=O)[nH]1
    4, -0.26, 4, 23, -3, -24, 0.0, 4, -2
> O=C(CCn1c(=O)oc2ccccc21)Nc1cccc(Cl)c1
    2, -0.037, 9, -2, 0, -29, 0.1, -4, -6
> Cc1cnc([N+](=O)[O-])n1CCOC(=O)NC(=O)c1ccc(F)cc1
    0, 0.56, 8, 23, 3, -15, 0.3, 7, -5
> O=C(NC1CC2CCC1C2)C1CCN(S(=O)(=O)c2ccc(-c3nn[nH]n3)cc2)CC1 (stereo unspecified)
    1, 0.22, 14, -16, -10, -31, 0.4, 8, -13
> Cc1ccc(S(=O)(=O)NCC(=O)NC2CCCC2)cc1
    9, 0.23, 21, -18, 7, -24, 0.4, 0, 0
> O=C(CN(C1CCCCC1)S(=O)(=O)c1ccccc1)NCc1ccco1
    5, -1.1, 7, 12, 0, -4[20 µM], -0.4, -7, -7
> O=C(COC(=O)CCc1ccc(S(=O)(=O)N2CCOCC2)cc1)NC(=O)NC1CCCCC1
    -8, 0.33, 4, 36, 1, -7, -0.2, 14, -11
> O=C(CSc1nc(C2CCCCC2)nc2ccccc12)NCc1ccc2c(c1)OCO2
    2, 1, 3, 18, -6, -3, -0.1, 2, -16
> O=C(CNCC1CCCCC1)Nc1cccc(S(=O)(=O)N2CCOCC2)c1
    22, -0.057, 9, 7, -6, -13, -1.1, -115, 2
> O=C(c1ccccc1)c1ccc(OCCCCN2CCCCC2)cc1
    7, -0.15, 7, 10, -3, -10[20 µM], -0.8, 3, -10
> CC(=O)Nc1cccc(C(=O)N2CCN(Cc3ccccc3)CC2)c1
    -4, 0.41, -4, 16, -1, -7, 0.0, 0, 22
> Cc1ccsc1/C=N/N1CCN(C2c3ccccc3-c3ccccc32)CC1
    3, -1.1, 12, 14, 3, 3, 0.8, -7, 12
> Cc1cc(C)c(Nc2ncnc(N)n2)c(C)c1
    3, /, 4, -9, -3, -13, 1.5, 3, -2
> O=C(N/N=C/c1cc(Br)cs1)c1ccc2c(c1)OCCO2
    -4, 0.87, 5, -9, -1, -23, 2.1, 20, 0
> Nc1nn(-c2ccccc2)c(N)c1N=Nc1ccccc1F
    2, -0.78, 10, 8, -2, -3, -0.7, -2, 4
> CCOC(=O)/C=C1\SCC(=O)N1CC(=O)c1ccc[nH]1
    2, 1.4, 6, -92, -2, 4, -0.3, -4, -14
> O=C(c1ccccc1NS(=O)(=O)c1ccc(F)cc1)N1CCCC1
    -9, 0.12, -2, 3, -7, -11[20 µM], -0.7, 5, -19
> O=C(c1ccc(CN2CCOCC2)cc1)N1CCN(c2ccccc2)CC1
    0, -0.29, 6, -25, 0, 2[20 µM], -0.3, 5, -9
> CCN1CCCc2cc(CN(CCN3CCOCC3)C(=S)Nc3cc(F)cc(F)c3)ccc21
    -9, -0.21, 1, -33, 2, -19, -0.4, -1, -18
> COc1cc(C2CC(=O)Nc3cc(C)c(C)cc32)cc(OC)c1OC (stereo unspecified)
    3, -0.078, 4, -5, 0, -8, 0.1, -10, -5
> Cc1ccc(C)c(NC(=S)N(C)CCc2ccccn2)c1
    5, -0.69, 9, 0, -10, -10, 0.7, 1, -20
> Cc1ccc(C)c(NC(=O)CSc2ccc(-c3ccco3)nn2)c1
    3, 1.1, 9, -1, -6, -11, 0.0, -7, -11
> COc1cc(OC)cc(C(=O)Nc2ccccc2NC(C)=O)c1
    1, 1.1, 9, -15, -2, -19, -0.1, 6, -9
> CCNc1nnc(CSc2nc3ccccc3s2)s1
    6, -0.026, 13, -12, 0, -7[20 µM], 0.6, 4, -10
> O=C(CO/N=C1\CCCc2nonc21)Nc1ccc(Br)cc1
    8, -0.23, 6, -15, -2, -25, -0.5, /, -26
> Cc1ccc(S(=O)(=O)N2CCN(CC(=O)N/N=C\c3ccc(Cl)c([N+](=O)[O-])c3)CC2)cc1
    3, 0.042, 7, -26, -2, -19, 0.7, 6, -8
> NC(=O)c1ccccc1OCC(=O)NS(=O)(=O)c1ccc(Cl)cc1
    -4, 0.6, 19, -28, 4, -15[20 µM], 0.5, -15, -21
> CCn1cc([N+](=O)[O-])c(C(=O)N2N=C(c3ccc4ccccc4c3)CC2c2cc(Br)ccc2O)n1 (stereo unspecified)
    1, 0.18, 5, -100, -1, -9[20 µM], -1.3, 9, -5
> CNC(=O)c1c(C)[nH]c(=S)c(C#N)c1-c1ccco1
    11, 1.5, 24, 18, -2, -14, 2.7, -27, 1
> COc1ccc(C2C(C(=O)C(C)(C)C)=C(O)C(=O)N2Cc2ccccc2)cc1 (stereo unspecified)
    -4, 2.7, -1, -10, -6, 1, -0.7, -4, -23
> CC1(OC(=O)C2CCCC2)C(=O)C=C2C=C(c3ccsc3)N(Cc3ccccc3)C=C2C1=O (stereo unspecified)
    -1, 1.1, 6, -38, -6, -15, /, -4, 0
> O=C(COc1nsnc1N1CCOCC1)Nc1ccc(Cl)cc1
    32, -2.1, 30, 19, 4, -5, -0.9, -7, 23
> O=C(CN(c1ccc(F)cc1)S(=O)(=O)c1ccccc1)NCCSC1CCCCC1
    5, -2.1, 5, 17, -7, 1, -0.6, 4, -10
> CSc1nc2ccc(NS(=O)(=O)c3ccc(Cl)s3)cc2s1
    3, -1.2, 18, 4, 8, -9, 1.0, 3, 8
> CCCNC(=O)Cn1cccc1C(=O)c1ccccc1
    -1, /, 12, -9, 3, -20, 1.5, -6, 5
> CCN(CC)CCOC(=O)c1ccc(Cl)cc1
    -1, 1, 4, -19, -4, -11[20 µM], -0.2, 9, -13
> OC(Cc1nc2ccccc2[nH]1)c1ccccc1Cl (stereo unspecified)
    4, 0.0081, 10, -35, 10, -29, 0.4, -6, 4
> CN1CCN(S(=O)(=O)c2ccc(NC(=O)c3ccc(Br)s3)cc2)CC1
    0, 0.55, 6, 14, 4, -19[20 µM], -0.3, -1, -24
> CCCCn1c(=O)c(CCC(=O)OC(C)C(=O)Nc2cccc(Cl)c2Cl)nc2ccccc21 (stereo unspecified)
    5, -0.29, 8, 10, -2, -6, 1.5, -8, -6
> COc1cc(NS(=O)(=O)c2ccc3[nH]c(=O)oc3c2)cc(OC)c1
    1, 0.0014, 11, -20, -5, -21, 1.9, 11, 3
> COc1ccccc1C1CCN(c2ccc([N+](=O)[O-])c(OC)c2)CC1
    1, -1.3, 3, 12, -3, -8, -0.9, 3, -1
> CCCCCC(=O)Nc1cccc(C2=NOC3(C2)C[C@@H](C(N)=O)N(C(=O)c2ccc(OC)cc2)C3)c1 (stereo partly specified)
    -5, 2.5, 3, 2, -9, -24, /, 0, -2
> Cn1c(SCC(N)=O)nnc1-c1cnccn1
    -5, 0.71, 1, -17, -10, -24, 0.7, 0, -3
> CN1C(=O)C(CC(=O)NCC2CCCCC2)SC1=Nc1ccccc1 (stereo unspecified)
    -3, -0.82, 4, 7, -13, -15, -0.4, -1, -3
> Cc1nc2ccc(S(=O)(=O)NC(C(=O)N3CCC(C)CC3)C(C)C)cc2s1 (stereo unspecified)
    8, /, 14, 1, -4, -9, 0.0, -1, -18
> O=C(C1CCCCC1)N1CCN=C1SCc1cccnc1
    3, -0.15, 17, -11, 2, -11, -1.1, -1, -6
> CC(C)C(NS(=O)(=O)c1ccc(Br)s1)C(=O)O (stereo unspecified)
    0, 0.61, 18, -12, 5, -20, 1.8, -7, -13
> Cc1ccc2[nH]c(=O)c(CN(Cc3ccc4c(c3)OCO4)Cc3nnnn3Cc3ccco3)cc2c1
    0, 1.2, 5, -138, 1, -21[20 µM], -0.4, 0, -15
> c1ccc(Nc2nc(-c3cccs3)cs2)nc1
    -1, -0.84, 4, 17, -6, -24[20 µM], 0.4, -18, -26
> COc1ccc(NC(=O)CN(C)CC(=O)Nc2ccccc2SC)cc1Cl
    14, /, 9, 2, -1, -12, 0.3, 0, 9
> COc1cc([N+](=O)[O-])c(OC)cc1SCc1n[nH]c(=S)n1-c1ccc(C)cc1
    3, 0.072, 11, -14, 0, -12, -1.8, 16, 0
> NS(=O)(=O)c1ccc(CCNC(=O)/C=C/c2ccc([N+](=O)[O-])cc2)cc1
    -1, 1.2, 7, -131, -14, -6, -0.4, -15, 1
> O=c1oc2ccc(Br)cc2cc1S(=O)(=O)c1ccc(F)cc1
    3, 0.067, 12, 40, 3, -7, 1.4, -8, -13
> CCOC(=O)CN(C(=O)CSc1nnc(C)n1-c1ccccc1)c1cccc([N+](=O)[O-])c1
    -3, /, 10, -3, -4, -6[20 µM], 0.4, /, -2
> Cc1ccc(N(C(=O)C2CCCC2)C2C=CS(=O)(=O)C2)cc1 (stereo unspecified)
    -7, 1, -3, -21, 2, -21[20 µM], 0.5, -8, 114*
> CCOC(=O)CSc1nnc(CNC(=O)c2cccs2)n1Cc1ccccc1
    12, /, 5, 15, -5, -24, 0.4, -4, 2
> O=C(NNC(=O)C1CC1c1ccccc1)c1cccc([N+](=O)[O-])c1 (stereo unspecified)
    5, 0.51, 13, -6, 0, -17, 0.9, 0, -8

# Next compounds:
# Values in the order – FXIa inh, Cl transport mod, FXIIa inh, Calpain2 inh, thrombin 1536, Furin inh, PERK inh, Rad51 HR inh, hK5 inh
> Brc1ccc(C=Nc2ccc(Nc3ccccc3)cc2)s1
    7, -0.71, 17, 4, 2, -29, 0.2, 20, -4
> CCOc1ccc(C(=O)NC(=S)Nc2ccccc2N2CCOCC2)cc1Br
    12, 2.4, 10, 27, 9, -8, 0.3, -10, 5
> CCN(CC)S(=O)(=O)c1ccc(Cl)c(C(=O)NC2CCCC2)c1
    10, /, 15, -19, 0, -15, -0.6, 0, -20
> Fc1ccc(-c2csc(NC3=NCCC3)n2)cc1
    0, -0.72, 8, 11, 1, -25, -0.6, 2, 4
> O=C(NC1CCCC1)C(=O)N(Cc1cccnc1)C(C(=O)NC1CCCC1)c1ccco1 (stereo unspecified)
    1, 0.12, 6, 9, -3, -7, 0.1, -9, -2
> Cc1noc(C(=O)Nc2ccc3c(c2)OCO3)c1Cl
    -3, 0.69, 4, 10, -7, -11, -0.5, -5, -9
> CC1CCN(S(=O)(=O)c2cccc(C(=O)N(C)C3CCS(=O)(=O)C3)c2)CC1 (stereo unspecified)
    11, /, 11, -2, 2, -32[20 µM], 0.8, 4, 5
> CCOc1cc(C2C(C(=O)OC)=C(C)N=C3SC(C)C(=O)N32)ccc1OC(C)=O (stereo unspecified)
    13, 0.4, 10, 8, 2, -8, 0.0, -8, -23
> CCOC(=O)c1ccc(S(=O)(=O)NCCN(CC)CC)cc1
    -2, -0.042, 4, -11, -15, -9, 0.3, 8, -2
> O=C(Nc1nnc(CCN2CCCCC2)s1)c1cccc(Cl)c1
    -4, 0.12, 2, 5, -11, -8, 0.4, /, -3

# With a hit mark in hK5 inh, of those listed so far:
# Values in the order – FXIa inh, Cl transport mod, FXIIa inh, Calpain2 inh, thrombin 1536, Furin inh, PERK inh, Rad51 HR inh, hK5 inh
> Cc1ccc(N(C(=O)C2CCCC2)C2C=CS(=O)(=O)C2)cc1 (stereo unspecified)
    -7, 1, -3, -21, 2, -21[20 µM], 0.5, -8, 114*

# The list is partial, so the mix of outcomes need not match the whole.
